# Screening data from PubChem.
# mHTT CaM bind = inhibitors of human mutant huntingtin-calmodulin interaction; 190,000 compounds, 3.6% hits; AlphaScreen His-mHTT/GST-CaM binding, luminescence; inhibition, % at 15 µM; P42858;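 also: 0% = both proteins with DMSO and 100% = one protein alone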
# Pf apPOL inh = Pf-apPOL DNA polymerase inhibition | Recombinant Pf-apPOL, molecular beacon fluorescence, 1.5 h | inhibition, % at 10 µM | 210,000 compounds, 0.25% hits
# Numbers without * were called inactive; nt = no result given; & = joins results of further samples. Rule as the data show it: active = inhibition above about 50%; inactive = the rest.
SMILES,mHTT CaM bind,Pf apPOL inh
CCCCNC(=O)C1CC(=O)N(CCc2ccc(C)cc2)C1 (stereo not drawn),-8.3,-2.2
CCCCCCNC(=O)c1cccc(-c2ccc(C)c3ccccc23)n1,-36.4,-4.3
O=C(O)c1ccccc1C(=O)Nc1cc(C(F)(F)F)ccc1N1CCCC1,nt,-8.4
COc1ccc(NC(=O)c2nc(C(C)C)oc2C)cc1C(F)(F)F,-5.2,-1.4
O=[N+]([O-])c1ccccc1/C=C/CN1CCN(c2ncccn2)CC1,5.5,-4.8
Cc1ccccc1CNC(=O)C1c2ccccc2CCN1C(=O)C1CC1 (stereo not drawn),3.7,-1.6
CCN1c2cc(C)ccc2-n2cccc2C12CCN(C(=O)Nc1ccccc1)CC2,51.9*,-5.9
NC(=O)CSc1nc2c(c(=O)n1-c1ccc([N+](=O)[O-])cc1)SCC2,6.0,-2.3
O=C(NNC(=O)c1ccc(Cl)cc1)Oc1ccccc1,nt,-7.8
O=C(O)CCC(=O)N1CCc2c([nH]c3ccccc23)C1C(F)(F)F (stereo not drawn),nt,-8.3
Cc1ccc([N+](=O)[O-])cc1NC(=O)CC1Sc2ccc(C(F)(F)F)cc2NC1=O (stereo not drawn),2.0,-2.7
O=C(Nc1cc(Cl)ccc1Cl)c1cc(S(=O)(=O)N2CCc3ccccc3C2)ccc1F,16.0,-4.1

# Overlap with the part before: 2 compounds, then new ones.
SMILES,mHTT CaM bind,Pf apPOL inh
Cc1ccc([N+](=O)[O-])cc1NC(=O)CC1Sc2ccc(C(F)(F)F)cc2NC1=O (stereo not drawn),2.0,-2.7
O=C(Nc1cc(Cl)ccc1Cl)c1cc(S(=O)(=O)N2CCc3ccccc3C2)ccc1F,16.0,-4.1
CC(C)CCNC(=O)c1cn2c(n1)COCC2,-4.8,-3.9
COc1ccc(C(O)=C2C(=O)C(=O)N(CCN3CCOCC3)C2c2ccccc2F)cc1 (stereo not drawn),5.3,-5.0
CCN(C)Cc1nc2scc(-c3cc(C)ccc3C)c2c(=O)[nH]1,6.6,-4.8
O=C(Nc1ccccc1F)c1ccc(Br)cc1,-2.0,2.7
CCN1CCN(C(=O)c2c(OC)cccc2OC)CC1,-3.3,-4.7
Cc1ccc(-c2csc3ncnc(Nc4ccc(N5CCOCC5)cc4)c23)cc1,60.4*,-0.3
CC(=O)NCCSc1c(-c2ccc(Cl)cc2)[nH]c2ccccc12,10.3,-9.2
Cc1cc(NS(=O)(=O)c2cc3c(s2)CCN(C(=O)C2CC2)C3)ccc1F,12.6,-5.0
CCOc1ccc(-n2nc(C(=O)NCc3ccccn3)c3ccccc3c2=O)cc1,1.0,3.7
Nc1ncc([N+](=O)[O-])cc1-c1ccccc1,-2.5,-2.6
COC(=O)c1sccc1NNS(=O)(=O)c1ccc(Cl)cc1,nt,-13.2
O=C(Nc1cccc(F)c1)N1CCCC1c1ccccc1F (stereo not drawn),-13.0,-0.7
CN1C(=O)C(O)(C2CCc3ccccc3C2=O)c2ccccc21 (stereo not drawn),-0.3,-4.7
CCSc1nnc(NC(=O)Cc2csc(Nc3cccc(C(F)(F)F)c3)n2)s1,11.4,-8.7
CCNC(=O)c1cc(N(C)C)nc2c(Cl)cccc12,-5.4,-0.4
COCCCNC(=O)CCc1csc2nc(C)cn12,-10.3,-4.3
CCc1ccc(C=C2Oc3c(ccc(O)c3CN3CCCC3)C2=O)cc1,22.2,-113.8
O=C(O)Cn1c2ccccc2c2nn3c(nc4ccccc43)nc21,7.0,-2.9
CNC(=O)C(C1CCCC1)N1CCN(C(=O)c2ccccc2)CC1 (stereo not drawn),2.1,-1.4
Cc1ccc(NC(=O)N2CCCC2c2cccc(F)c2)cc1F (stereo not drawn),-17.3,-5.6
Cc1cc(C)nc(SCc2csc(N)n2)n1,5.8,5.7
O=C(CN(Cc1ccccc1)S(=O)(=O)c1ccc(F)cc1)NCc1cccnc1,35.0,-8.0
O=C(CSc1nnnn1-c1ccccc1)Nc1cc2c(cc1Br)OCCO2,-4.0,-0.3
O=C(NC1CCCCCC1)C1CCN(c2nccnc2Oc2ccccc2)CC1,0.4,0.1
CCC1=Nc2cc(C(=O)NCCCOC(C)C)ccc2Sc2ccc(C)cc21,15.0,-13.5
CCCS(=O)(=O)c1c(S(=O)(=O)CCC)c2ccccn2c1C(=O)c1ccccc1,15.0,-1.5
Cc1onc(-c2ccccc2)c1C(=O)Nc1cccc(Cl)c1C,1.8,-13.0
O=C(c1ccc([N+](=O)[O-])cc1)N(c1ccccn1)c1ccccn1,-4.0&-1.6,-0.5&-6.2
COCCCNC(=O)N1CCc2cn(CCOC)c3cccc(c23)C1,3.8,-1.3
COc1cccc(NC(=O)Nc2nnc(-c3ccsc3)o2)c1OC,22.0,-2.0
COc1ccc(Nc2ncc3c(n2)CCN(Cc2ccccc2OC)C3)cc1,44.6,-10.7
O=C1NC(=O)C2(COC(c3ccc([N+](=O)[O-])cc3)OC2)S1 (stereo not drawn),1.0,0.0
CC(C)CN1CCC(=O)N([C@H](COc2ccccc2)c2ccccc2)CC1,20.3,2.6
CCOc1ccccc1C(=O)NCC1CCN(Cc2ccccn2)CC1,-8.3,-5.1
COc1ccc(C2=NOC(C(=O)Nc3cc(C)on3)C2)cc1 (stereo not drawn),-2.5,7.0
COc1ccc(N2CCN(c3cc(N4CCCC4)ccc3[N+](=O)[O-])CC2)cc1,17.9,8.4
CCCNc1cc(N2CCC(CCC(=O)NCc3c(C)nn(C)c3C)CC2)ncn1,1.9,-6.3
Cc1cc(S(=O)(=O)N2CCC(n3c(-c4ccco4)nc4cccnc43)C2)ccc1F (stereo not drawn),1.7,-2.2
NS(=O)(=O)c1ccc2[nH]c3c(c2c1)CCCC3,3.4,-10.0
O=C(NCc1ccc(F)cc1)N1CCCN(c2nc3cccnc3s2)CC1,3.2,0.4
O=C(Nc1cccnc1Cl)c1ccc(N2C(=O)C3CCCCC3C2=O)cc1 (stereo not drawn),1.0,-0.3
O=C(NCc1csc(C2CCN(C(=O)c3ccc(F)cc3F)CC2)n1)C1CC1,-8.0,-1.7
O=C1c2cccnc2C(=O)N1c1ccc(N2C(=O)c3cccnc3C2=O)c(Cl)c1,63.0*,-0.4
CCOc1ccc(CSC2=NCCN2)cc1[N+](=O)[O-],2.0,-0.4
CN(C)S(=O)(=O)c1ccc(C(=O)Nc2c3c(nn2-c2ccc(F)cc2)CSC3)cc1,15.0,-2.7
Cc1ccc(-n2nc3c(c2NC(=O)c2ccccc2C)CS(=O)(=O)C3)cc1,3.0,0.7
COc1ccc(-c2nc3ccc(C)cn3c2NC(=O)C(Cl)Cl)cc1,25.0,20.5
Cc1ccc(NC(=O)CSc2nc3c([nH]c4ccccc43)c(=O)n2C)cc1Cl,18.0,0.1

# Reprinted from the part before: 7 entries, followed by the next part.
SMILES,mHTT CaM bind,Pf apPOL inh
O=C(NCc1csc(C2CCN(C(=O)c3ccc(F)cc3F)CC2)n1)C1CC1,-8.0,-1.7
O=C1c2cccnc2C(=O)N1c1ccc(N2C(=O)c3cccnc3C2=O)c(Cl)c1,63.0*,-0.4
CCOc1ccc(CSC2=NCCN2)cc1[N+](=O)[O-],2.0,-0.4
CN(C)S(=O)(=O)c1ccc(C(=O)Nc2c3c(nn2-c2ccc(F)cc2)CSC3)cc1,15.0,-2.7
Cc1ccc(-n2nc3c(c2NC(=O)c2ccccc2C)CS(=O)(=O)C3)cc1,3.0,0.7
COc1ccc(-c2nc3ccc(C)cn3c2NC(=O)C(Cl)Cl)cc1,25.0,20.5
Cc1ccc(NC(=O)CSc2nc3c([nH]c4ccccc43)c(=O)n2C)cc1Cl,18.0,0.1
Cc1ccc(S(=O)(=O)N=CN(C)C)cc1,-4.7,-2.3&0.0
O=C(CCN1C(=O)C2C3CCC(C3)C2C1=O)Nc1ccc([N+](=O)[O-])cc1 (stereo not drawn),3.4,0.7
O=C1NC2(CCN(Cc3ccccc3F)CC2)N=C1c1ccc(Br)cc1,-1.1,2.9
O=C(NC1CCCCCC1)c1cccc(Cl)c1,-7.0,-6.6
Cc1ccccc1C(=O)NC1CC(O)C(CO)C1 (stereo not drawn),-4.4,-5.7
CCN(CC)CCNC1CCCc2c1[nH]c1ccc(C)cc21 (stereo not drawn),19.0,-2.1
CC(Oc1cccc2cccnc12)C(=O)NN (stereo not drawn),-8.7,4.6
Cc1cc(Br)ccc1OCC(=O)Nc1ccccc1C(N)=O,-0.3,-3.4
Cc1noc(-c2cccc(C(F)(F)F)c2)c1C(=O)NCc1cccnc1,-3.7,-2.7
S=c1[nH]ccn1-c1ccc2c(c1)OCO2,2.6,nt
Cc1cc(NC(=O)CSc2cc(N3CCN(c4ccccc4F)CC3)ncn2)no1,-9.2,-1.2
Cc1ccc(C(=O)NC2CCN(c3ccccc3C(=O)N(C)C(C)C)CC2)cc1,6.6,-7.4

# Grouped by structure: the compounds so far with a CF3 group
SMILES,mHTT CaM bind,Pf apPOL inh
O=C(O)c1ccccc1C(=O)Nc1cc(C(F)(F)F)ccc1N1CCCC1,nt,-8.4
COc1ccc(NC(=O)c2nc(C(C)C)oc2C)cc1C(F)(F)F,-5.2,-1.4
O=C(O)CCC(=O)N1CCc2c([nH]c3ccccc23)C1C(F)(F)F (stereo not drawn),nt,-8.3
Cc1ccc([N+](=O)[O-])cc1NC(=O)CC1Sc2ccc(C(F)(F)F)cc2NC1=O (stereo not drawn),2.0,-2.7
CCSc1nnc(NC(=O)Cc2csc(Nc3cccc(C(F)(F)F)c3)n2)s1,11.4,-8.7
Cc1noc(-c2cccc(C(F)(F)F)c2)c1C(=O)NCc1cccnc1,-3.7,-2.7

# Later entries
SMILES,mHTT CaM bind,Pf apPOL inh
CN(C)CCNC(=O)c1ccc(F)cc1,3.2,4.0
COc1ccc(CN2CCC(=O)N([C@H](CO)CC(C)C)CC2)cc1OC,0.0,0.9
O=c1/c(=C/c2cccc(F)c2)sc2nc(-c3ccc(Cl)cc3)nn12,4.0,-1.9
Cc1nn(-c2nc3ccccc3s2)c2c1C(c1cc(F)cc(F)c1)CC(=O)N2 (stereo not drawn),-9.7,0.9
COc1cccc(-c2noc(C3CCCN3C(=O)Nc3ccc4c(c3)OCCO4)n2)c1 (stereo not drawn),13.9,0.3
N=c1c(C(=O)NC2CCCCC2)cc2c(=O)n3ccccc3nc2n1CC1CCCO1 (stereo not drawn),4.0,-8.2
CCN(CC)C(=O)c1cc(C)n2nc(C(C)(C)C)cc2n1,-4.7,-3.3
CN(CCc1ccccn1)Cc1cccc(F)c1,5.1,-1.9
CCc1cccc(NC(=O)c2c(F)c(F)c(F)c(F)c2F)c1,-29.0,5.2
O=C(c1ccco1)N1CCCC(Nc2ncnc3c2CCC3)C1 (stereo not drawn),0.6,-6.2
O=C(COc1ccc(Cl)cc1Cl)NCc1ccccn1,-5.8,-5.3
Cc1cccc2sc(NC(=O)c3ccc(Cl)s3)nc12,-7.0,-1.8
COc1ccc(OC)c(CCN2C(=O)CCC2(C)C(=O)NCc2ccccc2)c1 (stereo not drawn),6.6,-0.5
Cc1cc(C(=O)Nc2ccc(NC(=O)c3ccccc3)cc2)ccc1[N+](=O)[O-],-4.1,7.1
CN(C)CCNC(=O)CN1C(=O)/C(=C/c2ccc(Cl)cc2)Sc2ccccc21,20.0,5.0
COc1ccccc1NC(=O)c1cc(OC)c(OC)c(OC)c1,-8.7,-7.2
COc1ccc(C(O)=C2C(=O)C(=O)N(CCCN(C)C)C2c2cccs2)c(C)c1 (stereo not drawn),-1.2,-10.3
CN(C(=O)CNC(=O)CN1C(=O)c2ccccc2C1=O)c1ccc(Br)cc1,8.6,-10.6
FC(F)(F)c1cccc(NCn2nnc3ccccc32)c1,-6.0,-36.5
COc1cc(OC)cc(C(=O)Nc2ccc([N+](=O)[O-])cn2)c1,3.5,0.0
O=c1c2cnn(-c3ccccc3)c2nnn1N=Cc1ccc(OCc2ccccc2)cc1,nt,0.5
C=CCNC(=O)c1cc2c(=O)n3ccccc3nc2n(CCN2CCOCC2)c1=N,3.0,-2.5
Cc1[nH]c2ccccc2c1SCCNC(=O)C(C)(C)Oc1ccc(Cl)cc1,98.0*,1.2
CC1(C)OC(=O)C(=Cc2ccc(F)cc2)C(=O)O1,0.0,-6.3
CCC1=NN(C(=O)Cc2ccc(OC)cc2)C(O)(C(F)(F)F)C1 (stereo not drawn),-9.0,2.4
O=C(NC1CCCN(c2cc(N3CCCC3)ncn2)C1)c1cccs1 (stereo not drawn),-1.2,-4.5
COc1ccc(CCC(=O)N2CCC(c3nc4cccnc4n3C)C2)cc1 (stereo not drawn),1.5,-3.3
CCCNC(=O)c1cn(-c2ccc(Cl)cc2)nn1,-8.7,1.9
Cc1cccc(OCC(=O)Nc2ccc3c(c2)OCCO3)c1C,-10.8,-3.7
Cc1cccc(N2C(=O)CSC2c2ccccc2C(F)(F)F)c1 (stereo not drawn),-8.0,13.4
Cc1nn(C)c2c(=O)n(CC(=O)NCc3ccc(F)cc3F)ccc12,-1.5,-4.3
O=C1CN(C(=O)c2ccc(F)cc2)C(c2ccc(F)cc2)c2cc(F)ccc2N1 (stereo not drawn),3.0,-9.8
Cc1ccccc1OCC(=O)NC1CC1,-5.6,-2.2
CCC1C(=O)C(C)(C)C(=O)OC1c1ccc(OC)c(OC)c1 (stereo not drawn),-3.0,6.5
CCc1c(C)nc2c(-c3ccccc3)c(Cc3ccc(OC)cc3)[nH]n2c1=O,3.7,6.4
Cc1ccc(C(=O)NC2CCCCCC2)o1,-3.4,-2.7
COC(=O)NCC(c1ccc2c(c1)OCO2)N1CCN(c2ccc(F)cc2)CC1 (stereo not drawn),16.5,2.6
CCOC(=O)Cn1cc(CN2C(C(=O)OC)CN(Cc3ccc(F)cc3)CCS2(=O)=O)nn1 (stereo not drawn),2.6,5.7
O=C(Cc1ccsc1)N1CCC(Nc2cccnc2)C1 (stereo not drawn),-3.0,0.2
O=C(c1ccc(F)cc1F)N1CCC(n2nc(-c3ccsc3)ccc2=O)CC1,100.0*,-4.7
S=c1c2ccccc2[nH]c2ccccc12,nt,-20.1
O=C(Nc1cc(-c2ccccn2)no1)c1cccc(F)c1,-8.5,-0.7

# An unsorted share of the library; any-hit rate near 3.7%.
